Source: PubChem (several laboratories)
FXIIa inh: human FXIIa protease inhibitors, primary screen, biochemical, 1536-well | purified FXIIa, Boc-QGR-AMC fluorogenic substrate, 2 h | Coagulation factor XII (Homo sapiens), P00748 | inhibition, % at 5 µM | AID 800, 2007 | 0.3% of 220,000 active; in the data active = inhibition above about 40%;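 note: 0% = enzyme with no compound and 100% = blank without enzyme; many of its hits are not listed in these tables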
hK5 inh: human KLK5 protease inhibitors, primary screen, biochemical, 1536-well; Kallikrein-5 (Homo sapiens), Q9Y337; recombinant hK5, fluorogenic AMC substrate cleavage; inhibition, % at 5 µM; 0.59% of 210,000 active; AID 873, 2007;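 active = inhibition of 40% or more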;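 note: 0% = enzyme controls without compound and 100% = no-enzyme blanks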
Target sequence (Q9Y337 67-293 limits assumed): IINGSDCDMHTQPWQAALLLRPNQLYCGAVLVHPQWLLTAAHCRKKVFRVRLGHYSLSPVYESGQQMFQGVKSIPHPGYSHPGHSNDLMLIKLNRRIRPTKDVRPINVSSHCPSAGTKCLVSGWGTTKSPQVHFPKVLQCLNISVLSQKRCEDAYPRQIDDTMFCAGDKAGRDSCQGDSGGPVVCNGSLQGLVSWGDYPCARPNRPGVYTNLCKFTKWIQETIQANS
Wee1 degr inh: Wee1 degradation inhibitors, primary screen, cell-based, HeLa, Wee1K328M-luciferase, luminescence | AID 1321, 2008 | HeLa Luc-Wee1K328M stability; 100% = proteasome inhibitor MG132 effect | reporter increase, % at 5 µM | 1.2% of 220,000 active;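 active = activation above the mean of all tested compounds plus 3 SD, set per screening run, cut at about 8.8% in these data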;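 note: cells exposed to compound for 20 h before luminescence read; 0% = DMSO alone and 100% = MG132 at 30 µM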
PERK inhibitor: block of dimerizer-induced PERK translation repression, primary screen, PERK inhibitor project, CHO PERK-DD cells, SEAP luminescence, HTS; CHO PERK-DD fusion, SEAP luminescence translation reporter; inhibition, % at 5.6 µM; 0.17% of 220,000 active;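 active = inhibition above the mean inhibition of all tested compounds plus 3 SD, set separately per screening campaign, cut at about 2.9% in these data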;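 note: PERK kinase domain activated by AP20187 dimerizer at 100 nM; 0% = DMSO with dimerizer and 100% = rapamycin at 8.4 µM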
Furin inh: human furin inhibitors, primary screen, biochemical, fluorescence intensity | P09958 | purified furin, fluorogenic substrate cleavage | inhibition, % at 30 µM | 0.061% of 220,000 active | AID 463115, 2010; in the data active = inhibition above about 25%; note: inactives centre near -15
p97 inhibitor: inhibitors of human p97 ATPase, primary screen, biochemical; inhibition, % at 8 µM; AID 1481, 2009; recombinant p97 ATPase, Kinase-Glo ATP luminescence, 3 h; 0.42% of 220,000 active; Transitional endoplasmic reticulum ATPase (Homo sapiens), P55072; in the data active = inhibition above about 15%;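 note: 0% = DMSO vehicle and 100% = wells lacking enzyme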
Target sequence (P55072 whole entry, looked up): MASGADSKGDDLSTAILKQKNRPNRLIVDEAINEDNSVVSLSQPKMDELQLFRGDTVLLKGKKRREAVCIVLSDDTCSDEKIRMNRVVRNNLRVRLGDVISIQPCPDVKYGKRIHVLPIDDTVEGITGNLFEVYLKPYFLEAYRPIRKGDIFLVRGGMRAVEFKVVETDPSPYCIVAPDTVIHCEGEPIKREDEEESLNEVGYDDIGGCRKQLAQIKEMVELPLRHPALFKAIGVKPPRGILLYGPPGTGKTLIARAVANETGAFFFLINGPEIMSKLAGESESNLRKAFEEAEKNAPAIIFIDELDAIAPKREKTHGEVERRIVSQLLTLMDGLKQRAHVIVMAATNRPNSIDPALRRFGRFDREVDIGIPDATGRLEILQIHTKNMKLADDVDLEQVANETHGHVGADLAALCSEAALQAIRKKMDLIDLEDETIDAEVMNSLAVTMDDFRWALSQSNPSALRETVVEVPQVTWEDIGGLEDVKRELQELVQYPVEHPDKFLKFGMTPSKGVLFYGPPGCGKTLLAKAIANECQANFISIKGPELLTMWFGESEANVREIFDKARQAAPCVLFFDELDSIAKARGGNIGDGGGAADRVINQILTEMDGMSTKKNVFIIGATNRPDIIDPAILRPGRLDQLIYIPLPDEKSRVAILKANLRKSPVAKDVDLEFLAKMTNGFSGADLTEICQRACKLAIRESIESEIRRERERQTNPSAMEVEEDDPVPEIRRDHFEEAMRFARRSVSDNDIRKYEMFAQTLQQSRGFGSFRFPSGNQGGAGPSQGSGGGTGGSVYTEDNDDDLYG
Thrombin inh: human alpha-thrombin inhibitors, primary screen, counter-screen for coagulation protease inhibitor project, biochemical, 1536-well, fluorogenic AMC substrate; Prothrombin (Homo sapiens), P00734; Boc-VPR-AMC fluorogenic substrate cleavage; inhibition, % at 5 µM; 0.26% of 220,000 active; AID 1046, 2008;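 active = inhibition at or above 40%; inactive = inhibition below 40%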;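 note: 0% = enzyme with no compound and 100% = wells without enzyme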
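System – human alpha-thrombin protein · Reagent – Boc-VPR-AMC substrate, 15 µM final · Compound – 5 µM single dose in 0.2% DMSO · Schedule – reaction at room temperature · Technique – AMC fluorescence at 355 nm excitation and 460 nm emission · Read-out basis – % inhibition relative to enzyme controls and enzyme-free blanks · Control set – no-compound enzyme wells and no-enzyme blanks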
Cl transport mod: KCC2 cotransporter modulators, thallium flux, primary screen, cell-based, HEK293 KCC2, FluoZin-2 fluorescence, MLSMR; Solute carrier family 12 member 5 (Homo sapiens), Q9H2X9; KCC2 cells, thallium flux FluoZin-2 fluorescence; B-score of Tl+ flux slope (higher = more flux/activation; lower = inhibition) at 10 µM; 2.2% of 190,000 active; AID 1456, 2008;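 active = thallium flux slope and its plate-corrected score both differing from the plate sample mean at a set confidence after two filtering rounds, in either direction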;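 note: slope of fluorescence scaled to starting intensity during 10 to 20 s after thallium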
FXIa inh 1536: human FXIa protease inhibitors, primary screen, biochemical, 1536-well | inhibition, % at 5 µM | AID 798, 2007 | 0.14% of 220,000 active | purified FXIa, Boc-Glu-Ala-Arg-AMC fluorogenic substrate;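 active = inhibition of at least 40%; inactive = inhibition below 40%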;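 note: fluorescence of freed AMC excited at 355 nm; 0% = enzyme without compound and 100% = no enzyme blank; many of its hits are not listed in these tables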
Numbers without * were called inactive; · = no result given; [ ] = remark or other dose.

SMILES | FXIIa inh | hK5 inh | Wee1 degr inh | PERK inhibitor | Furin inh | p97 inhibitor | Thrombin inh | Cl transport mod | FXIa inh 1536
CCN(CC)C1=NS(=O)(=O)c2cc([N+](=O)[O-])ccc21 | · | 5.0 | -3.0 | 1.0 | -22.0 | 0.5 | 0.7 | 1.05 | 2.5
Cc1ccc(NC(=O)C2CCN(S(=O)(=O)c3cccc4cccnc34)CC2)nc1 | 9.1 | 2.1 | 1.5 | 0.1 | -10.5 | -1.3 | -4.8 | -2.78 | -3.0
CCN(CC)CCNc1ccc2nnc(CCNS(=O)(=O)c3ccc(C)cc3)n2n1 | -7.1 | -6.6 | -3.1 | 0.5 | -18.1 | 5.8 | -12.2 | 0.555 | -3.6
CCN(CC)CCCNC(=O)C1c2ccccc2C(=O)N1Cc1ccc(C)cc1 (stereo not drawn) | 6.3 | 4.9 | -2.4 | 0.4 | -0.5 | 3.0 | -5.8 | 0.0564 | -6.0
O=S(=O)(c1cccc2c(S(=O)(=O)N3CCCC3)cccc12)N1CCCC1 | 6.8 | -0.2 | 4.6 | 0.6 | -22.5[20 µM] | 0.9 | -0.6 | -0.261 | -0.2
O=C(NCCS(=O)CCNC(=O)C(F)(F)F)C(F)(F)F | 0.2 | -8.7 | -1.6 | 0.7 | -6.7 | 1.3 | 0.2 | · | 2.2
Cc1ccc(C(=O)O/N=C/c2c(C(F)(F)F)nn(C)c2Sc2ccc(Cl)cc2)cc1 | 5.8 | -12.5 | -1.1 | 0.3 | -11.3[20 µM] | 1.3 | -7.8 | 0.36 | 2.3
COc1cc(/C=N/NC(N)=O)ccc1OC(=O)c1ccco1 | 7.6 | -4.8 | 0.8 | 0.0 | -28.4 | 1.2 | 3.5 | -0.307 | -0.1
Cc1ccnc(NC(=O)C2(c3cccs3)CCOCC2)c1 | 4.6 | -6.7 | -3.4 | 0.9 | -26.0 | 5.7 | -7.2 | 1.44 | 8.3
CC(=O)NCCc1cc2cc(C)c(C)cc2[nH]c1=O | 13.1 | -5.3 | 1.0 | -0.5 | -7.5 | 0.7 | -4.2 | 0.469 | -0.2
Cc1cc(N(C)C)c(C#N)c(N2CCOCC2)n1 | -9.9 | 19.6 | 0.8 | -0.1 | -15.8 | -2.3 | -5.0 | 0.453 | -6.4
O=C1CC(N2CCN(c3ccccn3)CC2)C(=O)N1CC(c1ccccc1)c1ccccc1 (stereo not drawn) | 13.3 | -7.7 | -0.5 | -0.8 | -7.5[20 µM] | 0.2 | 2.8 | 0.436 | 9.2
Cc1cccn2c(=O)c3cc(S(=O)(=O)c4ccc(F)cc4)c(=N)n(Cc4ccco4)c3nc12 | 11.5 | 7.0 | 3.2 | -2.0 | -15.4 | 7.2 | 2.5 | -0.0773 | 6.1
CC(C)=CC(=O)N1CCC(N2CCC(C(=O)N3CCOCC3)CC2)CC1 | 6.0 | · | -1.5 | 0.4 | -13.0 | 0.1 | -5.0 | 0.485 | 0.4
COc1cc([N+](=O)[O-])ccc1NC(=O)CSc1nccn1C | 10.5 | 2.0 | -4.4 | 0.2 | -17.4 | 1.8 | -6.8 | 0.318 | 1.3
Cc1cc(C)n2nc(C(=O)Nc3c(C)nn(Cc4ccc(F)cc4)c3C)cc2n1 | · | 2.5 | 1.6 | 0.1 | -17.5 | -3.2 | -0.5 | 1.76 | 0.5
Cc1cc(NC(=O)CSc2nnc(C)n2-c2ccccc2)no1 | 11.4 | 2.3 | 2.9 | 1.0 | -18.0 | 4.2 | -5.9 | 0.575 | -3.5
CC1CC(C)(C)CC2(C1)NC(=O)N(CC(=O)NCCc1c[nH]c3ccccc13)C2=O (stereo not drawn) | -2.3 | -3.2 | 1.2 | -0.4 | -9.6 | -3.0 | -8.9 | 0.0077 | -10.6
CC(=O)c1cc(F)c(N2CCN(C(=O)c3ccco3)CC2)cc1C | 13.0 | -12.1 | 3.4 | -0.5 | -13.9[20 µM] | 2.0 | 2.0 | · | 9.2
CCCCNS(=O)(=O)c1ccc(NC(=O)C2CCCO2)cc1 (stereo not drawn) | 7.0 | -10.4 | -2.4 | -0.9 | -6.5 | 1.6 | -3.9 | 0.336 | 7.5
COc1ccc(N(C(=O)C2CCCCC2)C2C=CS(=O)(=O)C2)c(OC)c1 (stereo not drawn) | 4.8 | -20.4 | 7.2 | -0.3 | -58.2[20 µM] | -0.3 | -2.0 | 0.298 | 2.8
Cc1ccc(OCCSc2cc(C)nc(N)n2)cc1 | -8.6 | 5.0 | 2.4 | -0.1 | -17.1 | 0.2 | 5.1 | -1.28 | -3.9
Nc1nnc(-c2cccc([N+](=O)[O-])c2)o1 | 1.8 | 50.9* | 11.4* | -1.2 | 6.1 | -3.8 | -8.8 | 0.642 | -18.0
Cc1ccccc1C(=O)c1cccn1CC(=O)NCc1ccc(Cl)cc1 | 2.6 | -3.3 | 4.3 | 0.5 | -18.0 | 0.6 | -5.2 | 0.806 | -9.0
CCC(C)c1ccc(NC(=S)NCCn2cc(Cl)cn2)cc1 (stereo not drawn) | 8.2 | -11.3 | -1.6 | 1.7 | -33.4 | 0.5 | -2.2 | 0.00174 | -0.3
O=C(O)c1ccc(N2C(=O)c3[nH]nc(-c4ccccc4)c3C2c2ccccc2)cc1 (stereo not drawn) | 14.7 | · | -0.6 | 0.8 | -29.9 | 7.7 | 5.3 | 0.113 | 2.9
CC1(C)COCN1C(=O)c1ccc(Cl)c(Cl)c1 | 12.0 | 18.9 | -2.5 | -0.3 | -26.0 | 0.1 | -0.8 | 0.0188 | 2.5
CCn1c(SC(C)C(=O)NC2CCCc3ccccc32)nnc1-c1cccs1 (stereo not drawn) | -24.7 | -17.6 | 1.0 | -1.0 | -9.8[20 µM] | -2.0 | -4.7 | -0.087 | 1.4
O=C(OCC(=O)N1CCN(c2ccccc2)CC1)C1=COCCO1 | -10.6 | -14.2 | 1.8 | 1.5 | -19.2 | 4.1 | -5.2 | 0.897 | -10.2
O=C1CSC(=S)N1c1cccnc1 | 14.8 | -95.7 | -1.4 | 0.9 | -13.7 | 5.3 | 2.9 | 0.756 | -6.6
O=S(=O)(c1ccc2oc3ccccc3c2c1)N1CCCC1 | 8.0 | 13.3 | -0.9 | 0.6 | -10.0[20 µM] | -6.9 | -0.2 | 0.462 | 4.9
CCc1ccc2[nH]c(=O)c(CN(CCO)C(=O)NCc3ccccc3)cc2c1 | 7.8 | -7.7 | · | · | · | · | -3.5 | · | 4.2
COc1cc(OC)cc(C(=O)N(CN2CCCC2=O)c2ccccc2OC)c1 | 13.8 | 8.8 | 2.0 | -1.3 | -10.9 | -4.1 | 3.7 | · | -10.8
CCCCn1c(SCC(=O)NCc2cccs2)nc2c1c(=O)n(C)c(=O)n2C | 12.4 | -0.2 | 3.2 | 0.3 | -24.1 | 5.5 | 3.9 | 0.0521 | 6.4
CCc1nnc(NC(=O)[C@@H](NC(=O)c2ccc(OC)cc2)C(C)C)s1 | 5.8 | -0.8 | 3.7 | 1.1 | -21.3 | 3.0 | -2.5 | 0.456 | 4.5
COc1ccc(Cl)cc1Nc1cc(C)nc2nc(C)nn12 | 12.4 | -7.1 | 0.1 | 0.8 | -8.7 | 7.6 | 2.5 | 0.884 | 7.0
CC(C)(C)C(=O)CSc1nc2ccccc2o1 | 3.7 | -9.2 | 1.1 | 1.9 | -3.5 | -3.2 | 6.4 | -1.17 | -5.3
CC(=O)c1ccc(OCc2cc(=O)n3ccsc3n2)cc1 | 8.4 | -10.1 | 4.2 | 1.2 | -27.8 | 2.6 | 0.3 | 1.05 | 7.5
Cc1cccc(/N=C/c2c(C)[nH]n(-c3ccccc3)c2=O)n1 | 1.5 | -2.3 | 0.0 | 0.5 | -3.2 | -1.1 | -10.8 | 17.7* | -1.1
CC(C)NC(=O)/C(=C/c1cn(-c2ccccc2)nc1-c1cccc([N+](=O)[O-])c1)NC(=O)c1ccccc1 | 2.8 | -20.4 | 0.3 | -0.2 | -10.9 | 3.4 | -9.7 | 0.432 | 0.5
O=C(Nc1cc(Cl)ccc1Cl)c1ccc(OC(=O)c2ccco2)cc1 | 11.6 | 3.1 | -3.0 | 1.6 | -3.3[20 µM] | -4.8 | -2.7 | · | -5.2
COc1ccc(CN2C(=O)c3ccccc3C2C(=O)NC2CCC(C)CC2)c(OC)c1 (stereo not drawn) | 3.0 | -14.8 | -0.8 | -0.4 | -27.2 | 0.8 | 2.0 | -1.21 | -2.0
COc1ccc(/C=N/n2c(C)nc3sc(C)c(C)c3c2=O)cc1OC | 9.0 | -4.4 | -2.8 | 0.4 | -22.8 | -1.4 | -8.4 | · | -1.4
COc1cc2nc(CN3CCN(C(C)=O)CC3)[nH]c(=O)c2cc1OC | · | 1.2 | 1.3 | 1.6 | -38.1 | 5.1 | -1.9 | -0.847 | -3.0
CCN(CC)c1ccc(/C=N/NC(=O)c2cc(C)nc3ccccc23)cc1 | 5.1 | 0.5 | 4.2 | -0.4 | -9.2 | -4.0 | -5.9 | -1.49 | -0.1
O=C1/C(=C\c2cccnc2)SC(=S)N1c1ccc(F)cc1 | 5.1 | -4.2 | -0.8 | 0.3 | -14.4 | 4.2 | -2.6 | 0.905 | -2.5
CCCCS(=O)CC(COCc1ccccc1)OC(=O)CSc1nc(C)cc(C)n1 (stereo not drawn) | 10.6 | -8.3 | 5.1 | 0.1 | -18.7 | 1.7 | 1.2 | · | -2.1
CC1=C(c2ccccc2)[N+](=O)C2(CCCCC2)N1[O-] | -0.9 | -7.1 | -0.8 | -0.5 | -7.5 | -0.4 | -4.3 | -0.156 | -5.2
Cn1c(=O)c2c(nc(CN3CCN(C(=O)c4ccco4)CC3)n2Cc2ccc(Cl)cc2)n(C)c1=O | -7.5 | 0.1 | 0.2 | -0.2 | -17.4 | -1.7 | -21.4 | 0.0555 | -3.8

Records above that bear a hit mark in hK5 inh:
canonical_smiles | FXIIa inh | hK5 inh | Wee1 degr inh | PERK inhibitor | Furin inh | p97 inhibitor | Cl transport mod | FXIa inh 1536
Nc1nnc(-c2cccc([N+](=O)[O-])c2)o1 | 1.8 | 50.9* | 11.4* | -1.2 | 6.1 | -3.8 | 0.642 | -18.0

Arranged by molecular weight (lowest first): part of the list above
SMILES | FXIIa inh | hK5 inh | Wee1 degr inh | PERK inhibitor | Furin inh | p97 inhibitor | Thrombin inh | Cl transport mod | FXIa inh 1536
O=C1/C(=C\c2cccnc2)SC(=S)N1c1ccc(F)cc1 | 5.1 | -4.2 | -0.8 | 0.3 | -14.4 | 4.2 | -2.6 | 0.905 | -2.5
COc1ccc(/C=N/n2c(C)nc3sc(C)c(C)c3c2=O)cc1OC | 9.0 | -4.4 | -2.8 | 0.4 | -22.8 | -1.4 | -8.4 | · | -1.4
O=C(Nc1cc(Cl)ccc1Cl)c1ccc(OC(=O)c2ccco2)cc1 | 11.6 | 3.1 | -3.0 | 1.6 | -3.3[20 µM] | -4.8 | -2.7 | · | -5.2

This is a random part of the collection; about 4.4% have a hit in one of these screens.
